High-throughput results from PubChem.
ARNT TACC3 PPI – disrupts binding between human ARNT and TACC3; inhibition, % at 9.99 µM; actives 0.66% (n = 390,000); AlphaScreen His-ARNT PAS-B/GST-TACC3 binding, luminescence; TACC3 fragment carries E629A point mutation;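 active = mean inhibition of replicates at least 50% and at least half of replicates each reaching 50%; inconclusive = half or more replicates reach 50% but mean below 50%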;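 note: 0% = complete ARNT plus TACC3 wells and 100% = ARNT alone without TACC3; many hits fall short of the cut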
SIRT5 block – sirtuin-5 (human) deacylase inhibition; Q9NXA8; Purified SirT5, succinyl-peptide AMC, trypsin-coupled fluorescence; inhibition, % at 15 µM; actives 1.1% (n = 330,000); in the data active = inhibition above about 15%; inconclusive = no clear call, values can overlap the other calls
Target sequence (Q9NXA8 whole entry, looked up): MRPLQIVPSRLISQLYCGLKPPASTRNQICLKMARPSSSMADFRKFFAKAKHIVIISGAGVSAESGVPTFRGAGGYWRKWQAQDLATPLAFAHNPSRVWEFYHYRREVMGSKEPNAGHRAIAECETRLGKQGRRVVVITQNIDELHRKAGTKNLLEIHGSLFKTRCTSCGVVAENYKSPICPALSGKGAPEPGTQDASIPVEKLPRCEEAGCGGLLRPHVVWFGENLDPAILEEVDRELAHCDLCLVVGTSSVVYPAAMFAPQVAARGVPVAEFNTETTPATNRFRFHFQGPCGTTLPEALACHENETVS
esBAF inh – inhibitors of esBAF chromatin remodeling in mouse ES cells; actives 2% (n = 350,000); reporter increase, % at 12.5 µM; Bmi1-luciferase knock-in reporter, 24 h; 100% = twice the neutral-well signal; in the data active = activation above about 40%; inconclusive = no clear call, values can overlap the other calls;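 note: 0% = median of the plate's neutral control wells and 100% = double that signal; a rise in the Bmi1 reporter signal indicates esBAF inhibition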
Cneo AK release – causes C. neoformans cell lysis. adenylate kinase release luminescence, 4 h; normalised: neutral wells 0, clomiphene wells 100. lysis activity, % at 15 µM. actives 0.2% (n = 360,000);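 active = mean lysis activity across replicates of at least 80%, whatever share of replicates individually reach that level; inactive = mean lysis activity below 80%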
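Material: C. neoformans cells | Amount: Yeast cell density of 5 × 10^6 cells/mL | Medium: Fresh YPD growth medium | Dosing: Single dose | Times: Static 4 h at 37 °C with compound, 1 h detection | Detection: AK luminescence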
miR122 inh – inhibitors of miR-122 in Huh7 cells. Huh7 miR-122 Renilla luciferase sensor, 48 h; neutral wells = 0, positive control = 100. activation (reporter increase), % at 12.5 µM. actives 0.3% (n = 340,000);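 active = mean replicate activation score at least 90 and every replicate individually at or above 90; inconclusive = only one of the two criteria met; inactive = neither criterion met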;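 note: higher luciferase means less miR-122 activity so hits act as miR-122 inhibitors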
Statin myotox sup – suppressors of simvastatin-induced myotoxicity in C2C12 myotubes. ATP luminescence, 48 h; scaled: DMSO 0, geranylgeraniol control 100. rescue of ATP level, % at 7.49 µM. actives 0.78% (n = 330,000). AID 602340;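 active = mean ATP rescue above about 67%, or every replicate alone reaching that limit, limit read from the data, passing the limit was not always enough; inconclusive = no clear call, values can overlap the other calls; inactive = mean under the limit and some replicate under it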;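 note: myotubes were challenged with 10 µM simvastatin during compound exposure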
ERp5 inh – blocks human ERp5 reductase activity on insulin; Q15084; ERp5 insulin aggregation, absorbance 650 nm, 90 min; inhibition, % at 9.99 µM; actives 0.05% (n = 350,000); AID 651711;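 active = mean replicate inhibition above about 25%, with every replicate also reaching it, limit read from the data, passing the limit was not always enough; inconclusive = only one of those two criteria met; inactive = neither criterion met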
Target sequence (Q15084 whole entry, looked up): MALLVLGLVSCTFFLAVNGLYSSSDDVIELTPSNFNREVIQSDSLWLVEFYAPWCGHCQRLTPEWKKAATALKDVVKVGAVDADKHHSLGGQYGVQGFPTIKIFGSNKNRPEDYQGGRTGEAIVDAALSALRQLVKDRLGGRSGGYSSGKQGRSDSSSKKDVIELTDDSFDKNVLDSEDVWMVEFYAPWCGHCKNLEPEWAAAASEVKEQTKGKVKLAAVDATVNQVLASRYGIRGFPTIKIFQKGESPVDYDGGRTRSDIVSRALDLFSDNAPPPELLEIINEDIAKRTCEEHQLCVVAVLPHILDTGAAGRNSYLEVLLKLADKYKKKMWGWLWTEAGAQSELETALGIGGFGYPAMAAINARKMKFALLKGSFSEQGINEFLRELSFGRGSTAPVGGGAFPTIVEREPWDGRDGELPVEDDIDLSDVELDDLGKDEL
* marks the source's active call; other numbers are inactive results; u = inconclusive; x = no result given; & = joins results of further samples; [ ] = dose if it differs, or a comment. Not a hit list. About 4% of those tested had a hit in this group.

SMILES	ARNT TACC3 PPI	SIRT5 block	esBAF inh	Cneo AK release	miR122 inh	Statin myotox sup	ERp5 inh
Cc1ccc(NC(=O)C2CCCN2S(=O)(=O)c2ccc3c(c2)n(C)c(=O)c(=O)n3C)cc1C (configuration not stated)	-1	-3	-2	-3	-6	-6	1
Cc1ccccc1N(C=O)c1ccccc1C	2	3	0	0	-3	1	-4
COc1cccc(N2CC(NC(=O)c3cccc4ccccc34)CC2=O)c1 (configuration not stated)	-4	2	3	x	-6	3	1
COC(=O)c1ccc2nc(C3CCCCC3)c(Cc3cccc(Cl)c3)n2c1	x	0	-6	4	1	1	7
CCOC(=O)[C@@H]1[C@H]2COc3ccc(Br)cc3[C@@H]2N2C(=O)N(c3ccc(C(F)(F)F)cc3)C(=O)[C@@]12C	-5	x	-4	6	x	6	0
CS(=O)(=O)c1ccc(Cl)c(NC(=O)CN2C(=O)C3CCCCC3C2=O)c1 (configuration not stated)	-4	-2	-4	1	2	-1	4
C[C@@H]1CN([C@@H](C)CO)C(=O)c2cc(N(C)C)ccc2O[C@@H](C)CCCCO[C@H]1CN(C)S(=O)(=O)c1cn(C)cn1	x	x	0	x	6[16.7 µM]	25	x
CCOc1ccc(C2C(C#N)=C(N)Oc3cc(C)oc(=O)c32)cc1 (configuration not stated)	-2	5	1	0	2	-3	3
CCCC1(c2ccccc2)NC(=O)N(CC(=O)Nc2cc(C)on2)C1=O (configuration not stated)	-11	-1	x	x	x	x	1
CCCC#Cc1cnc2c(c1)C(=O)N([C@@H](C)CO)C[C@H](C)[C@H](CN(C)C(=O)Cc1ccncc1)O2	1	-4	3	-3	-11[16.7 µM]	4	-3
CCc1noc(C)c1C(=O)N1CCN(S(=O)(=O)c2cccs2)CC1	-4	-1	-9	0	x	-3	1
Cc1[nH]c2ccccc2c1C(=O)CN1CCCCC1C (configuration not stated)	3	x	-3	-1	-1	x	x
CCOC(=O)c1ccc(NC(=S)N(CCN(C)C)C(C)c2ccncc2)cc1 (configuration not stated)	3	-1	10	2	-2	4	4
CC(C)NC(=O)Nc1ccc2c(c1)CC(=O)N([C@H](C)CO)C[C@H](C)[C@@H](CN(C)Cc1ccc(C(=O)Nc3ccccc3N)cc1)O2	x	-4	-6	x	15[16.7 µM]	7	1
CCOCCCn1c(=NC(=O)c2cccs2)c(C#N)cc2c(=O)n3cccc(C)c3nc21	-9	-3	-7	11	-7	-12	8
CN(C)C(=O)c1ccc(-c2cccc(-c3nc(C(=O)NCc4ccccc4)cc4c3[C@@H](CCO)N([S@](=O)C(C)(C)C)C4)c2)cc1	21	7	4	-5	x	-12	2
C[C@@H]1CN([C@H](C)CO)S(=O)(=O)c2ccc(-c3ccncc3)cc2O[C@@H]1CN(C)S(C)(=O)=O	4	4	-3	0	2[16.7 µM]	25	9
O=C(Cc1ccncc1)NCC[C@@H]1CC[C@@H](NC(=O)Nc2ccc(Cl)cc2)[C@H](CO)O1	10	0	1	-1	x	4	2
Oc1ccc(/C=N/NC(=S)Nc2cccnc2)c(O)c1O	64*	6	8	-1	16	-9	-1
O=C(NC1CCSc2ccccc21)c1ccccc1Br (configuration not stated)	-9	-1	x	-2	5	x	-3
O=C(COC(=O)CNC(=O)c1ccc(Cl)cc1Cl)Nc1cccc(S(=O)(=O)N2CCCC2)c1	-2	0	-4	1	x	17	4
CCCCn1c(-c2nonc2NC(=O)c2ccccc2Cl)nc2ccccc21	-6	3	-9	-5	-8	-22	-1
Cc1c(C(=O)NCc2ccco2)oc2ccc(S(=O)(=O)N3CCC4(CC3)OCCO4)cc12	2	x	3	-4	5	11	x
COc1ccc(CN(C)C[C@@H]2OCCCC[C@H](C)Oc3ccc(NC(=O)Nc4c(C)noc4C)cc3C(=O)N([C@@H](C)CO)C[C@@H]2C)cc1	11	0	-5	-2	3[16.7 µM]	x	0
CN(Cc1ccncn1)C(=O)C1CCC(=O)N(Cc2cccc(C(F)(F)F)c2)C1 (configuration not stated)	-1	-1	3	-2	-2	-3	0

Looked up by compound from above, three records:
SMILES	ARNT TACC3 PPI	SIRT5 block	esBAF inh	Cneo AK release	miR122 inh	Statin myotox sup	ERp5 inh
Cc1ccccc1N(C=O)c1ccccc1C	2	3	0	0	-3	1	-4
COC(=O)c1ccc2nc(C3CCCCC3)c(Cc3cccc(Cl)c3)n2c1	x	0	-6	4	1	1	7
CCCCn1c(-c2nonc2NC(=O)c2ccccc2Cl)nc2ccccc21	-6	3	-9	-5	-8	-22	-1

Additional records:
SMILES	ARNT TACC3 PPI	SIRT5 block	esBAF inh	Cneo AK release	miR122 inh	Statin myotox sup	ERp5 inh
O=C(O)c1nc(N2CCCC2)ncc1Cl	-6	0	3	0	7	u	2
CN(C)S(=O)(=O)c1cccc(C(=O)NCC(C)(C)CNC(=O)c2cccc(S(=O)(=O)N(C)C)c2)c1	1	-1	8	-2	x	1	1
O=C(c1cccc(C(=O)N2CCN(c3ccccc3F)CC2)c1)N1CCN(c2ccccc2F)CC1	-3	x	3	2	-1	x	x
O=C(CN1CCOCC1)NCC[C@@H]1CC[C@@H](NC(=O)Nc2ccc(Cl)cc2)[C@H](CO)O1	x	0	-1	-2	x	2	-2
C[C@@H]1CCCCO[C@H](CN(C)S(C)(=O)=O)[C@@H](C)CN([C@@H](C)CO)C(=O)c2cc(NC(=O)NC3CCCCC3)ccc2O1	-3	-3	-3	-1	5[16.7 µM]	-35	-11
O=C(C1=C[C@H](c2ccc3c(c2)OCO3)C[C@H](OCCCCO)O1)N1CCOCC1	1	-1&7	2	-1&-1	3	26	1&-2
CN(C)C(=O)c1ccc(NC(=O)COC(=O)CC23CC4CC(CC(Br)(C4)C2)C3)cc1	0	-2	-3	1	x	2	17
C[C@H]1CN([C@@H](C)CO)S(=O)(=O)c2ccc(-c3ccccc3)cc2O[C@H]1CN(C)C	4	8	-4	1	7[16.7 µM]	7	2
CCN(Cc1ccccc1)CC(O)COc1ccccc1 (configuration not stated)	x	x	12	4	1	x	x
C[C@@H]1CN([C@@H](C)CO)S(=O)(=O)c2ccc(C#CC3CCCC3)cc2O[C@H]1CN(C)C(=O)Cc1ccccc1	4	2	-16	1	108*[16.7 µM]	-29	9
Nc1c(N(CCO)C(=O)C2CCCCC2)c(=O)[nH]c(=O)n1Cc1ccccc1	-7	-3	-4	1	0	-13	-4
Cc1cc(C(=O)Nc2nc3ccc(S(C)(=O)=O)cc3s2)c(C)o1	-11	2	53*	-2	3	-45	7
C/C=C/c1ccc([C@H]2[C@@H](CO)N(C(C)=O)[C@H]2CNC(=O)c2ccncc2)cc1	3	9	3	-1	1[16.7 µM]	18	1
O=C(COc1ccc2c(c1)C(=O)CC1(CCCCC1)O2)NCc1ccccc1	-2	x	11	5	220*	x	x
Cc1cc2ccccc2c(=O)n1CC(=O)NCC(=O)N1CCN(c2ccccc2)CC1	-1	x	-3	5	9	3	x
O=C(Nc1nccs1)C(Br)C(Br)c1ccccc1 (configuration not stated)	-3	-2	14	-2	31	-38	-1
COc1ccc(-c2cc([C@H]3[C@@H]4C=CCC[C@@]4(C)C(=O)N3Cc3ccccc3)ccc2F)cc1OC	-1	x	3	-2	-2	13	20
CCOCCCNC(=O)COc1ccc(OC)cc1	-2	x	-5	8	-1	2	x
COc1cc(-c2noc(CCC(=O)NC3CCCC3)n2)cc(OC)c1OC	1	1	-8	2	1	1	-3
C[C@@H]1CN([C@@H](C)CO)C(=O)Cc2cc(NC(=O)CCC(F)(F)F)ccc2O[C@H]1CN(C)S(=O)(=O)c1cn(C)cn1	-3	x	5	0	3[16.7 µM]	-45	x
O=C(Nc1cccc(Cl)c1)N1C[C@H]2[C@@H](c3ccccc31)[C@H](CO)N2Cc1cccnc1	0	0	2	-3	4[16.7 µM]	6	0
CN(C)c1ccc2c(c1)[C@H]1C[C@H](CC(=O)NCc3ccc(Cl)cc3)O[C@@H](CO)[C@H]1O2	11	-1	-3	0	0[16.7 µM]	-8	-5
CCOC(=O)C1CCCN(C2=NC(=O)/C(=C/c3ccc(OC)cc3)S2)C1 (configuration not stated)	-4	2	2	4	-6	10	-1
CCOc1ccc(CCNC(=O)COC(=O)c2cc([N+](=O)[O-])ccc2N2CCOCC2)cc1OCC	1	-1	-6	0	-1	4	3
OCc1cnc(SCc2ccccc2)n1Cc1ccccc1	3	-1	-3	-1	-3	-6	-2

6 of these compounds, set out differently:
Under each structure – ARNT TACC3 PPI | SIRT5 block | esBAF inh | Cneo AK release | miR122 inh | Statin myotox sup | ERp5 inh
COc1ccc(-c2cc([C@H]3[C@@H]4C=CCC[C@@]4(C)C(=O)N3Cc3ccccc3)ccc2F)cc1OC
    -1 | x | 3 | -2 | -2 | 13 | 20
CCOCCCNC(=O)COc1ccc(OC)cc1
    -2 | x | -5 | 8 | -1 | 2 | x
COc1cc(-c2noc(CCC(=O)NC3CCCC3)n2)cc(OC)c1OC
    1 | 1 | -8 | 2 | 1 | 1 | -3
C[C@@H]1CN([C@@H](C)CO)C(=O)Cc2cc(NC(=O)CCC(F)(F)F)ccc2O[C@H]1CN(C)S(=O)(=O)c1cn(C)cn1
    -3 | x | 5 | 0 | 3[16.7 µM] | -45 | x
O=C(Nc1cccc(Cl)c1)N1C[C@H]2[C@@H](c3ccccc31)[C@H](CO)N2Cc1cccnc1
    0 | 0 | 2 | -3 | 4[16.7 µM] | 6 | 0
CN(C)c1ccc2c(c1)[C@H]1C[C@H](CC(=O)NCc3ccc(Cl)cc3)O[C@@H](CO)[C@H]1O2
    11 | -1 | -3 | 0 | 0[16.7 µM] | -8 | -5

(listing goes on)
SMILES	ARNT TACC3 PPI	SIRT5 block	esBAF inh	Cneo AK release	miR122 inh	Statin myotox sup	ERp5 inh
O=C(NCc1ccccn1)C1CCN(S(=O)(=O)c2cccs2)CC1	-1	0	-4	x	-5	5	-1
CCN1C(=O)C(O)(CC(=O)c2cc(C)ccc2C)c2ccccc21 (configuration not stated)	x	x	-4	-3	x	-11	x
C[C@@H]1CN([C@@H](C)CO)S(=O)(=O)c2ccc(-c3ccncc3)cc2O[C@@H]1CN(C)S(=O)(=O)c1ccccc1F	2	-5	-3	17	9[16.7 µM]	7	1
COCCCNS(=O)(=O)c1ccc(Oc2ncc(C(F)(F)F)cc2Cl)cc1	-7	x	-18	1	11	x	x
COc1ccc(Cl)cc1NC(=O)CCN1CCOCC1	-9	-3	-7	x	0	6	1
CCOc1ccc(S(=O)(=O)NCCN2CCOCC2)c2ccccc12	-8	x	0	0	108*	-1	x
Cc1cc2oc(=O)cc(CN3CCc4ccccc43)c2cc1Cl	1	2	-8	2	-4	9	-2
Cc1sc2ccccc2[n+]1CC(=O)O	-7	-11	0	-4	1	-3	1
CCCC(=O)Nc1ccc2c(c1)C(=O)N(C)C[C@@H](OC)[C@H](C)CN(C(=O)CN1CCOCC1)[C@H](C)CO2	x	4	-5	7	x	-6	-1
O=C(CN1CCCCCC1)Nc1ccc(Br)cc1	1	x	-2	-1	3	8	x
CC(C)(C)c1csc(NC(=O)Nc2ccccc2)n1	2	-1	39	-6	-5	-22	8
Cc1ccccc1CC(=O)N1CCN(S(=O)(=O)c2ccc(Cl)s2)CC1	x	-4	2	x	-8	3	4
C[C@@H]1CCCCO[C@H](CN(C)CC2CCCCC2)[C@@H](C)CN([C@H](C)CO)C(=O)c2cc(NC(=O)C3CCCCC3)ccc2O1	-2	1	-2	2	-7[16.7 µM]	x	2

Some of the entries so far, comma-delimited.
SMILES,ARNT TACC3 PPI,SIRT5 block,esBAF inh,Cneo AK release,miR122 inh,Statin myotox sup,ERp5 inh
CCCC(=O)Nc1ccc2c(c1)C(=O)N(C)C[C@@H](OC)[C@H](C)CN(C(=O)CN1CCOCC1)[C@H](C)CO2,x,4,-5,7,x,-6,-1
Cc1ccccc1CC(=O)N1CCN(S(=O)(=O)c2ccc(Cl)s2)CC1,x,-4,2,x,-8,3,4
